CHO-K1 Ca ag: M1 agonist counterscreen hit in parental CHO-K1 cells; 360,000 tested, 0.48% active; Fluo-8 calcium fluorescence; scaled to maximal ATP response, vehicle zero; AID 602248; activation, % at 3 µM; in the data active = activation above about 15%;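 also: untransfected CHO-K1 host cells lacking M1 receptor as counterscreen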
CHO-K1 Ca antag: M1 antagonist counterscreen hit in parental CHO-K1 cells | 360,000 tested, 0.6% active | AID 602250 | ATP-induced calcium, Fluo-8 fluorescence | inhibition, % at 3 µM;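 active = inhibition above a per-plate cutoff, the plate's mean sample inhibition plus 3 SD, cut at about 24% in these data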;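 also: 0% = DMSO plus EC80 ATP and 100% = DMSO alone without ATP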
CHRM1 PAM: positive allosteric modulators of human M1 muscarinic receptor; P11229; CHO-K1 hM1, Fluo-8 calcium fluorescence, ACh EC20; 0% = ACh EC20, 100% = maximal ACh; 360,000 tested, 0.088% active; activation, % at 3 µM; in the data active = activation above about 19%, passing the limit was not always enough
Target sequence (P11229 whole entry, looked up): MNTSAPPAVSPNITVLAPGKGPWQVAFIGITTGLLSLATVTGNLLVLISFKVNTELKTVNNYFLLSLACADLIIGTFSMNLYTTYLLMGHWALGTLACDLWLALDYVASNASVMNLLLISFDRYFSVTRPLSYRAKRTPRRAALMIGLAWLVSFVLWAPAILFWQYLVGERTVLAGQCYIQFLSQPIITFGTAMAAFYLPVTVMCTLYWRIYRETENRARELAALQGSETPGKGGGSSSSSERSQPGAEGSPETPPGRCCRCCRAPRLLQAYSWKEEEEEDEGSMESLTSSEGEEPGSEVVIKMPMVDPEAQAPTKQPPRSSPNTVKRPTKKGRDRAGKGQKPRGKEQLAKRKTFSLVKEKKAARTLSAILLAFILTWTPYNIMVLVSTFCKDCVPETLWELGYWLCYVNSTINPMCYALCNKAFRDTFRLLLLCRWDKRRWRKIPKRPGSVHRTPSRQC
TAAR1 antag: human TAAR1 antagonism; 360,000 tested, 1.5% active; CHO RD-HGA16 TAAR1, Fluo-8 calcium fluorescence, antagonist; inhibition, % at 3 µM; Q96RJ0;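 active = inhibition above a per-plate cutoff, the mean inhibition of test compounds on that plate plus 3 SD, cut at about 49% in these data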;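 also: 0% = DMSO plus EC80 beta-PEA response and 100% = DMSO alone without agonist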
Target sequence (Q96RJ0 whole entry, looked up): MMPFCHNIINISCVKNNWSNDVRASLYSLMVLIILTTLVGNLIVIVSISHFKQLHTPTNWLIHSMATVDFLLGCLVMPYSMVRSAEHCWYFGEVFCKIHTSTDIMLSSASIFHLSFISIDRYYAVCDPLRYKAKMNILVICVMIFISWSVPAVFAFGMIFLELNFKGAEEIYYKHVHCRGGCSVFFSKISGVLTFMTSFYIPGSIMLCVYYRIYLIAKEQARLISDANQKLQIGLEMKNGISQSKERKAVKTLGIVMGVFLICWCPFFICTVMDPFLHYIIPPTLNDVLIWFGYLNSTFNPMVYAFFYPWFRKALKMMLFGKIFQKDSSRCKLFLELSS
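Test system: hTAAR1-expressing CHO RD-HGA16 cells, Gα16-coupled; Probe or stimulus: EC80 β-phenethylamine stimulus; Compound dosing: single nominal final test compound concentration of 3 µM; Timing: 140 s kinetic read after compound, 140 s after agonist; Signal: Fluo-8 calcium-sensitive fluorescence; Measure: % inhibition of agonist calcium response; Controls: DMSO and EC80 PEA controls.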
CHRM1 agonist: activates human CHRM1 receptor. 360,000 tested, 0.33% active. activation, % at 3 µM. AID 588814. CHO-K1 hM1, Fluo-8 calcium fluorescence, agonist mode; 0% DMSO, 100% acetylcholine EC100;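 active = activation above the run's mean compound activation plus 3 SD, cut at about 16% in these data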;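 also: peak over basal fluorescence ratio within a 140 s kinetic read after compound addition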
M1 PAM parental: M1 PAM counterscreen hit in parental CHO-K1 cells. 360,000 tested, 0.02% active. activation, % at 3 µM. ATP EC20, Fluo-8 calcium fluorescence; 0% at ATP EC20, 100% at ATP max;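 active = activation above the run cutoff, the mean activation of all test compounds plus 3 SD, cut at about 40% in these data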;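 also: peak over basal fluorescence ratio in a 140 s read after ATP addition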
CHO parental Ca: signal in parental CHO cells, OX1R antagonist counter-screen. parental CHO-K1, ATP-induced calcium, Fluo-8 fluorescence. inhibition, % at 5.6 µM. 330,000 tested, 0.63% active. AID 463079;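 active = inhibition above that plate's mean sample inhibition plus 3 SD, cut at about 26% in these data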;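 also: 0% = ATP-challenged DMSO wells and 100% = DMSO wells without ATP; some compounds past the cut are filed as inactive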
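Test system: untransfected parental CHO cell line; also added: ATP stimulus; dosing: 5.6 µM, single dose; signal: calcium-sensitive Fluo-8 fluorescence; measure: percent inhibition of ATP-evoked calcium rise, normalized to controls; benchmarks: low control ATP plus DMSO, high control DMSO only; replication: one well per compound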
TAAR1 ag: agonists of human TAAR1; CHO RD-HGA16 TAAR1, Fluo-8 calcium fluorescence; vehicle wells 0%, saturating PEA agonist 100%; AID 624467; activation, % at 3 µM; Q96RJ0; 360,000 tested, 0.99% active;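 active = activation above the mean activation of all test compounds in the run plus 3 SD, cut at about 38% in these data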
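Test system: RD-HGA16 (CHO) cells co-expressing Gα16 and hTAAR1; dosing: one-point dosing at 3 µM (nominal); timing: 17-24 h seeding, 75 min 37 °C dye, 30 min RT; signal: kinetic Fluo-8 calcium fluorescence; read-out basis: % activation relative to PEA EC100 response; controls: DMSO and PEA EC100; replicates: n 1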
CHRM1 antagonist: human CHRM1 antagonism; P11229; CHO-K1 hM1, Fluo-8 calcium fluorescence, ACh EC80 antagonist; inhibition, % at 3 µM; 360,000 tested, 1.3% active; AID 588852;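 active = percent inhibition above its own plate's cutoff, namely the mean of that plate's compound wells plus 3 SD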;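 also: peak over basal fluorescence ratio during 140 s after agonist addition; 0% = ACh EC80 plus DMSO and 100% = DMSO alone without agonist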
* = called active by the depositor; / = not tested or not shown.

1	O=C(NC1CCCCCC1)c1c2c(nc3ccccc13)CCN(Cc1ccccc1)C2
2	Cc1cc(C)cc(NC(=O)C(OC(=O)c2ccc(O)cc2)c2ccccc2)c1 (stereo not given)
3	CC(=O)c1c(C)nc(-c2ccc(OCC(=O)Nc3ccccc3)cc2)n1O
4	COc1ccc2c(c1)C(=NN)c1cc(OC)ccc1-2
5	O=C(COC(=O)c1cccnc1Cl)NCCc1ccccc1
6	CCOc1ccccc1NC(=O)CSc1ccc(-c2sc(C)nc2C)nn1

screen / no.,1,2,3,4,5,6
CHO-K1 Ca ag,4.7,-0.2,0.4,0.7,-0.1,9.2
CHO-K1 Ca antag,-4,22,-7,-13,3,2
CHRM1 PAM,-4,-16,7,3,-5,-11
TAAR1 antag,16,4,7,-13,-4,26
CHRM1 agonist,-7,-2,-4,-4,-3,0
M1 PAM parental,19,-18,9,18,-16,-14
CHO parental Ca,-36,-10,-17,-14,-9,-22
TAAR1 ag,7,8,8,9,9,3
CHRM1 antagonist,0,29*,-3,-8,21,4

7	CCOC(=O)C1(CCOC)CCN(C(=O)c2ccccc2-c2cccc(C)c2)CC1
8	NCCNc1ccc([N+](=O)[O-])cc1
9	Cc1ccc(-n2c(N)c(C(=O)N3CCOCC3)sc2=S)c(C)c1
10	Cc1nc2ccccc2c2c1C(=O)N(C)C2=O
11	O=C(CN(Cc1cccs1)C(=O)CNS(=O)(=O)c1ccc(Cl)cc1)NCC1CCCO1 (stereo not given)
12	CCOc1ccc(Cl)cc1S(=O)(=O)N1CCC(C(=O)NCc2cccnc2)CC1

screen / no.,7,8,9,10,11,12
CHO-K1 Ca ag,0.6,0.7,0.5,-0.7,0.7,0.3
CHO-K1 Ca antag,1,-9,11,-12,-7,-9
CHRM1 PAM,-1,14,10,2,7,-6
TAAR1 antag,-13,-21,-1,8,-2,-2
CHRM1 agonist,-8,-2,1,-4,-1,-7
M1 PAM parental,3,16,-8,-2,14,13
CHO parental Ca,-16,-18,-3,-9,-9,1
TAAR1 ag,2,11,9,8,1,-2
CHRM1 antagonist,-4,-13,-11,-5,-10,9

13	Cc1cc(NC(=O)CCN2CC(C)OC(C)C2)ccc1Br (stereo not given)
14	COC(=O)c1ccccc1NC(=O)c1cc2nc(C3CC3)cc(C(F)(F)F)n2n1
15	CCCCOc1ccc(C2(C)NC(=O)NC2=O)cc1 (stereo not given)
16	C(=C\c1ccccn1)/c1cccnc1
17	CCOc1ccc(NS(=O)(=O)c2ccc3c(c2)N(C(C)=O)CCO3)cc1
18	COc1ccc(CNC(=O)CC2C[C@H](C(=O)N3CCCCC3)[C@@]3(C)c4[nH]c5ccccc5c4CCN3C2=O)cc1OC (stereo not given in full)

screen / no.,13,14,15,16,17,18
CHO-K1 Ca ag,2.1,0.0,0.6,1.0,11,0.5
CHO-K1 Ca antag,3,2,1,-7,17,-18
CHRM1 PAM,15,-1,7,3,-8,14
TAAR1 antag,5,-9,9,-6,-10,6
CHRM1 agonist,-2,-4,-2,-2,4,-4
M1 PAM parental,5,2,9,3,-14,21
CHO parental Ca,/,-13,3,/,-13,-17
TAAR1 ag,1,3,1,1,2,-2
CHRM1 antagonist,-19,-2,-8,-8,19,-23

19	CC12/C(=N/O)C3C4CC5C3/C(=N/O)C1C5C42 (stereo not given)
20	Fc1cc(F)c(F)c(SCCc2ccncc2)c1F
21	CCN(CC)c1ccc(N2C(=O)/C(=C\c3cccnc3)SC2=S)cc1
22	CCCCN1C(=O)C(O)(CC(=O)c2ccccn2)c2ccccc21 (stereo not given)
23	CCc1ccccc1N(CC(=O)N1CCCC1)S(C)(=O)=O
24	CCn1nnnc1SCC(=O)NCc1ccc2c(c1)OCO2

screen / no.,19,20,21,22,23,24
CHO-K1 Ca ag,0.1,0.5,0.1,-0.6,1.1,-0.5
CHO-K1 Ca antag,-11,-2,3,6,-7,16
CHRM1 PAM,2,8,-4,4,8,14
TAAR1 antag,0,2,-8,-13,-5,-3
CHRM1 agonist,-3,-4,-2,-3,-5,-2
M1 PAM parental,-8,8,-1,-9,14,3
CHO parental Ca,-3,-16,-23,2,-4,1
TAAR1 ag,4,7,8,1,0,4
CHRM1 antagonist,-23,-16,13,1,-13,-2

Brought forward from above: four compounds; new compounds follow.
21	CCN(CC)c1ccc(N2C(=O)/C(=C\c3cccnc3)SC2=S)cc1
22	CCCCN1C(=O)C(O)(CC(=O)c2ccccn2)c2ccccc21 (stereo not given)
23	CCc1ccccc1N(CC(=O)N1CCCC1)S(C)(=O)=O
24	CCn1nnnc1SCC(=O)NCc1ccc2c(c1)OCO2
25	O=C(CCCCCN1C(=O)CCC1=O)Nc1ccc2c(c1)OCO2
26	O=S(=O)(NC1CCCCCCC1)c1ccccc1F
27	Cc1onc(-c2c(Cl)cccc2Cl)c1C(=O)OCC(=O)c1ccccc1
28	COC(=O)c1c(-c2ccccc2)c(-c2ccccc2)nn(C)c1=O
29	CC(=O)Nc1c(-c2ccc(F)cc2)nc2ccccn12
30	CC(C)C12CN3CC(C(C)C)(CN(C1)C3c1ccccc1)C2O (stereo not given)

screen / no.,21,22,23,24,25,26,27,28,29,30
CHO-K1 Ca ag,0.1,-0.6,1.1,-0.5,0.2,1.1,1.4,0.5,0.1,-0.3
CHO-K1 Ca antag,3,6,-7,16,-5,-9,1,-5,2,13
CHRM1 PAM,-4,4,8,14,1,-6,5,14,22,14
TAAR1 antag,-8,-13,-5,-3,-10,-5,1,-1,-8,-7
CHRM1 agonist,-2,-3,-5,-2,0,-8,4,3,6,-6
M1 PAM parental,-1,-9,14,3,10,6,2,13,12,5
CHO parental Ca,-23,2,-4,1,-11,-19,-12,-8,2,-1
TAAR1 ag,8,1,0,4,0,7,2,1,1,6
CHRM1 antagonist,13,1,-13,-2,-42,10,1,-9,-22,-15

31	COc1ccc(OC)c(-c2cc(C(=O)Nc3cc(C)on3)no2)c1
32	COc1ccc(C(C)(O)c2nc(-c3ccc(OC)c(OC)c3)cs2)cc1 (stereo not given)
33	C[C@]12c3[nH]c4ccccc4c3CCN1C(=O)C(CC(=O)NCCN1CCOCC1)C[C@@H]2C(=O)N1CCCCC1 (stereo not given in full)
34	C/C=C/C1=CC(=O)C[C@H](c2ccc(OC)c(OC)c2)C1
35	Cc1ccc(-c2nnc(SCC(=O)NCC3CCCO3)nc2-c2ccc(C)cc2)cc1 (stereo not given)
36	COc1ccc(-c2cc(CNC(=O)CN3CCN(C)CC3)on2)cc1

screen / no.,31,32,33,34,35,36
CHO-K1 Ca ag,0.1,0.5,0.9,1.2,0.1,0.3
CHO-K1 Ca antag,-6,-11,-17,-17,4,-5
CHRM1 PAM,10,0,6,2,11,9
TAAR1 antag,2,-22,-6,5,1,-4
CHRM1 agonist,-5,-4,-5,-2,-4,-4
M1 PAM parental,13,16,31,5,-11,-7
CHO parental Ca,-5,/,-12,-3,/,-12
TAAR1 ag,-1,1,2,2,3,-1
CHRM1 antagonist,-5,-2,-12,8,-14,-6

37	Cn1c(=O)c2c(ncn2CC(=O)N2CCCc3ccccc32)n(C)c1=O
38	CCCCn1nnnc1C(c1cc2ccccc2o1)N(C)Cc1ccccc1 (stereo not given)
39	CCc1nn(CC(=O)NC(C)CCc2ccccc2)c(=O)c2cc3cc(F)ccc3n12 (stereo not given)
40	Cc1ccnc(NS(=O)(=O)c2ccc(NC(=O)c3c(-c4ccccc4Cl)noc3C)cc2)n1
41	COc1ccccc1N/C(N)=N/c1nc(CSc2ccc(C)cc2)cc(=O)[nH]1
42	Cc1ccc(Cl)cc1NC(=O)Cn1nc(-c2cccs2)ccc1=O

screen / no.,37,38,39,40,41,42
CHO-K1 Ca ag,0.6,1.7,0.1,0.0,4.3,4.2
CHO-K1 Ca antag,-4,-21,-5,-6,-3,-16
CHRM1 PAM,6,/,14,6,-1,13
TAAR1 antag,10,38,-9,5,33,7
CHRM1 agonist,1,/,-1,-5,1,1
M1 PAM parental,12,11,-8,10,13,14
CHO parental Ca,4,/,-14,-7,11,6
TAAR1 ag,8,3,-2,11,5,4
CHRM1 antagonist,-22,/,-15,0,7,-10

Entries listed so far that bear a hit mark in CHRM1 antagonist.
No. | smiles | CHRM1 PAM | TAAR1 antag | CHRM1 agonist | CHRM1 antagonist
2 | Cc1cc(C)cc(NC(=O)C(OC(=O)c2ccc(O)cc2)c2ccccc2)c1 (stereo not given) | -16 | 4 | -2 | 29*

Continued:
43	COc1cc(CO)ccc1OCc1ccc(Cl)nc1
44	O=C(NCc1ccccc1)/C(=C\c1ccc(F)cc1)NC(=O)c1ccco1
45	Cc1ccc([C@@H]2CC(=O)[C@@H]3CN(S(=O)(=O)c4ccccc4C)[C@H](c4ccc(Cl)cc4)C[C@@H]3N2S(=O)(=O)c2ccc(C)cc2)cc1
46	CC1=C(C(=O)N(C(C)C)C(C)C)CC(CC(=O)NC2CCCCC2)C(=O)N1CCCN1CCCC1=O (stereo not given)
47	O=C(Nc1ccc(S(=O)(=O)N2CCOCC2)cc1)C1COc2ccccc2O1 (stereo not given)
48	CCOC(=O)C1CCN(c2ncnc3c2c(-c2ccccc2)cn3-c2ccc(C)cc2)CC1
49	COc1ccccc1C(=O)NCCC(=O)N1CC(C)OC(C)C1 (stereo not given)

screen / no.,43,44,45,46,47,48,49
CHO-K1 Ca ag,1.2,0.3,0.4,-0.1,4.9,0.2,0.4
CHO-K1 Ca antag,-10,-6,3,-11,-6,-5,-1
CHRM1 PAM,10,2,-9,-10,5,6,0
TAAR1 antag,-2,-14,-6,-13,5,-17,2
CHRM1 agonist,-2,-2,-3,2,-3,-2,-2
M1 PAM parental,15,9,-6,6,17,6,-6
CHO parental Ca,-17,/,/,/,-20,-5,/
TAAR1 ag,1,3,1,1,7,1,3
CHRM1 antagonist,-14,-7,7,-3,-3,0,1
